Source: PubChem BioAssay (The Scripps Research Institute Molecular Screening Center)
LYPLA2 inh: blocks human lysophospholipase 2, a PME1 counter-screen. recombinant LYPLA2, FP-Rh probe fluorescence polarization. hit rate 0.38% among 320,000. inhibition, % at 5.9 µM;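 active means inhibition above the screen-wide mean plus 3 SD, limit set per campaign, cut at about 26% in these data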;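 further: 0% = LYPLA2 with DMSO and 100% = wells lacking LYPLA2 enzyme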
ZTA counter: ZTA (EBV) inhibition in EBNA-1 counter-screen; ZTA-DNA binding, fluorescence polarization; inhibition, % at 11 µM; hit rate 0.15% among 320,000; AID 2234; in the data active means inhibition above about 33%
Target sequence (P03206 whole entry, looked up): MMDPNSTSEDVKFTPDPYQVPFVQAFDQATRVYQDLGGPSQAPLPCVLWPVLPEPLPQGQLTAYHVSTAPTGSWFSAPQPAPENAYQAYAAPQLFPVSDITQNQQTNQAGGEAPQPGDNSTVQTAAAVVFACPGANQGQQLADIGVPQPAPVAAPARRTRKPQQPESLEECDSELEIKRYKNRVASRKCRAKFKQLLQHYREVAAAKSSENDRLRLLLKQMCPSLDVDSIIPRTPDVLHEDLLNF
LYPLA1 counter: LYPLA1 (human) inhibition in PME1 counter-screen. recombinant LYPLA1, FP-Rh probe fluorescence polarization. hit rate 0.16% among 320,000. AID 2174. inhibition, % at 5.9 µM;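 active means inhibition above the mean of all tested compounds plus 3 SD, set per campaign, cut at about 14% in these data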;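 further: inhibitors block serine hydrolase probe labeling of LYPLA1 so polarization falls; 0% = enzyme with DMSO and 100% = wells lacking LYPLA1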
Target sequence (O75608 whole entry, looked up): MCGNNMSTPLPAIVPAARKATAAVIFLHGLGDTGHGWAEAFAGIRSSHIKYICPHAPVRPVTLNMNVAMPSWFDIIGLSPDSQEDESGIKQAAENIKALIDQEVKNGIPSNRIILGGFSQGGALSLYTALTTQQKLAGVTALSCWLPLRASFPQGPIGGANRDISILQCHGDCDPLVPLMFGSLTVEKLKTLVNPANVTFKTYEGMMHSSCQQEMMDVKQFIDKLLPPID
PREPL inh: inhibits the human prolyl oligopeptidase-like enzyme; hit rate 0.68% among 320,000; inhibition, % at 5.96 µM; Q4J6C6; recombinant PREPL, fluorescence polarization activity-based probe; in the data active means inhibition above about 43%;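 further: 0% = enzyme with DMSO and 100% = wells lacking enzyme; many of its hits are not listed in these tables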
EBNA-1 inhibitor: blocks EBNA-1 binding to DNA; EBNA-1 DNA binding, fluorescence polarization; inhibition, % at 14.8 µM; hit rate 0.34% among 300,000; in the data active means inhibition above about 28%
PAFAH1B3 inh: inhibitors of human PAFAH1B3; recombinant PAFAH1B3, FP-rhodamine probe, fluorescence polarization; inhibition, % at 3.39 µM; hit rate 0.28% among 340,000; AID 492972;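 active means inhibition above the screen-wide average of all tested compounds plus 3 SD, cut at about 25% in these data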;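 further: 0% = enzyme with DMSO only and 100% = wells lacking PAFAH1B3 protein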
PAFAH1B2 FP inh: blocks human PAF acetylhydrolase 1b catalytic subunit 2 | P68402 | AID 492953 | hit rate 1.2% among 340,000 | inhibition, % at 3.39 µM | recombinant PAFAH1B2, FP-rhodamine activity probe, fluorescence polarization;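 active means inhibition above the mean of all tested compounds plus 3 SD, cut at about 24% in these data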;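 further: 0% = enzyme with DMSO and 100% = wells lacking PAFAH1B2; many of its hits are not listed in these tables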
pPAFAH inh: pPAFAH (human) enzyme inhibition. recombinant pPAFAH, FP-rhodamine probe fluorescence polarization. inhibition, % at 3.39 µM. hit rate 1.5% among 330,000;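 active means inhibition above the mean inhibition across the screen plus 3 SD, cut at about 25% in these data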;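 further: inhibitors block binding of the rhodamine activity-based probe so polarization drops; 0% = enzyme with DMSO and 100% = wells lacking pPAFAH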
Target sequence (Q13093 whole entry, looked up): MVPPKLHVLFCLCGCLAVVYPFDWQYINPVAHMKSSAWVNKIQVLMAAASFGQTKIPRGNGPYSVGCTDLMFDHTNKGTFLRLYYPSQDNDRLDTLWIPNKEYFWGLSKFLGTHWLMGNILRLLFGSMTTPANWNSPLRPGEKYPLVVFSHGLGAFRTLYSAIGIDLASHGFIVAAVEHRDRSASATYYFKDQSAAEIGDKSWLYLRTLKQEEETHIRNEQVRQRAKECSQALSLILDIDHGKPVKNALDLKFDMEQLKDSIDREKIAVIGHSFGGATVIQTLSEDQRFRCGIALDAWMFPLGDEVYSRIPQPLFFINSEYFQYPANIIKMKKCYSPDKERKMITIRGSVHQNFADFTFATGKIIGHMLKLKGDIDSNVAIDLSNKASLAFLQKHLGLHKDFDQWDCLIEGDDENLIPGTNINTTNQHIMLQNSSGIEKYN
PAFAH2 FP inh: inhibitors of human PAFAH2 | hit rate 0.99% among 340,000 | Q99487 | AID 492956 | inhibition, % at 3.39 µM | recombinant PAFAH2, FP-rhodamine activity probe, fluorescence polarization;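 active means inhibition above the mean over all tested compounds plus 3 SD, cut at about 30% in these data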;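 further: inhibitors block probe labeling of enzyme so polarization drops; 0% = enzyme with DMSO and 100% = wells lacking PAFAH2 protein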
Active calls of the source: *; / = not tested or not shown.

SMILES | LYPLA2 inh | ZTA counter | LYPLA1 counter | PREPL inh | EBNA-1 inhibitor | PAFAH1B3 inh | PAFAH1B2 FP inh | pPAFAH inh | PAFAH2 FP inh
COc1ccc(NS(=O)(=O)c2cc(NC(=O)CC(=O)c3ccc([N+](=O)[O-])cc3)ccc2C)cc1 | -24.8 | 11.8 | -30.2 | -4.9 | 2.9 | 14.1 | 10.8 | -6.5 | -2.6
COc1cccc(OCC(=O)NNC(=S)Nc2ccc(Cl)cc2Cl)c1 | 2.3 | 14.7 | 3.3 | -3.9 | -1.6 | -4.3 | 8.6 | 19.0 | 2.9
CCCNC(=O)c1cn(CC)c2cc(N3CCN(C(=O)c4ccco4)CC3)c(F)cc2c1=O | 3.1 | -6.8 | 0.8 | 2.0 | -1.6 | 7.3 | 4.9 | -0.2 | 4.0
O=C(CNC(=O)c1ccc(Br)cc1)NC1CC1 | -0.8 | -19.4 | -4.2 | -0.5 | / | 2.0 | 0.5 | 0.7 | 3.2
COc1ccc(CN=C2NC(=O)CC(C(=O)Nc3cc(C)cc(C)c3)S2)cc1 (centres undefined) | 7.9 | 2.4 | -3.9 | -0.9 | 2.9 | 1.0 | -3.3 | -7.0 | 4.0
Cc1ccsc1/C=N/NC(=O)c1ccc(-n2cccc2)cc1 | -8.4 | -9.6 | -8.2 | 12.0 | 9.4 | -2.8 | -6.7 | 8.0 | -7.7
CNCCc1ccccn1 | -2.6 | -1.0 | -2.0 | -9.7 | 5.2 | 8.0 | 3.8 | 1.0 | 0.7
COc1ccccc1C(=O)CSc1nccn1C | -3.1 | 8.8 | -0.7 | 6.2 | 2.4 | 3.2 | 0.8 | -2.1 | -2.2
O=C(Nc1ccc(NS(=O)(=O)c2ccccc2)cc1)c1cccnc1 | -2.0 | 1.8 | -2.3 | -5.6 | 11.9 | -2.1 | -1.9 | 1.1 | 2.0
O=C(Nc1cc(S(=O)(=O)N2CCCCC2)ccc1N1CCOCC1)c1ccc(C(F)(F)F)cc1 | 2.0 | -0.8 | 0.6 | 2.5 | / | -4.3 | 2.5 | 8.8 | -4.2
O=C(NCCc1ccc(Cl)cc1)C(=O)c1c[nH]c2ccccc12 | 0.3 | -0.5 | 1.5 | -24.6 | 13.9 | -7.2 | 27.5* | 9.2 | -14.3
C/C(=N\Nc1nccnc1Cl)c1ccc(F)cc1 | -4.7 | -3.2 | -0.4 | 25.8 | -19.4 | 7.1 | 7.2 | 5.9 | 1.1
CCOC(=O)C1CCN(C(=O)c2[nH]c3ccc(OC)cc3c2C)CC1 | -6.5 | 13.3 | -0.4 | 10.3 | 13.2 | 6.8 | 2.1 | 6.1 | 5.8
Cc1cnc(C(=O)Nc2nccs2)cn1 | 1.3 | -16.9 | 3.5 | 7.6 | -0.9 | 0.7 | 2.9 | 3.9 | -11.5
Cc1ccc(C(=O)N/C(=C/c2ccco2)C(=O)Nc2cccc(C)c2)cc1 | 1.0 | -2.0 | -3.8 | 7.5 | 6.6 | -3.2 | 2.7 | 6.4 | 10.7
CCOc1cc(C(=O)Nc2cccc(OCC(=O)N3CCOCC3)c2)cc(OCC)c1OCC | 0.7 | 2.7 | -3.3 | 10.1 | -5.8 | 3.3 | 5.3 | 1.2 | 1.1
COC(=O)c1nnn(-c2ccc(F)c(Cl)c2)c1C(=O)OC | 3.5 | -9.4 | -4.0 | -12.4 | 4.1 | 1.4 | -2.9 | 3.7 | -0.9
N#Cc1c(NC(=O)c2ccc(N3CCOCC3)c([N+](=O)[O-])c2)sc2c1CCCC2 | -2.3 | -3.2 | -4.2 | 0.3 | -11.3 | 7.8 | 4.7 | -3.3 | -3.0
COc1c(F)c(F)c(C(=O)O)c(Nc2cccc(C)c2)c1F | 1.2 | 4.8 | -5.1 | 5.9 | 1.4 | / | / | 5.6 | /
CN(C(=O)COc1ccc(S(=O)(=O)N2CCOCC2)cc1[N+](=O)[O-])C1CCS(=O)(=O)C1 (centres undefined) | 9.3 | -1.9 | -1.6 | -2.6 | -1.8 | 8.2 | 0.2 | 8.1 | 3.1
Cc1cnc(C(=O)OCC(=O)Nc2ccc(C)c(S(=O)(=O)N3CCCCCC3)c2)cn1 | 2.2 | 5.2 | -2.3 | -0.1 | 16.9 | 7.0 | 0.1 | -1.0 | 4.2
O=C(NCc1ccc2c(c1)OCO2)c1cc(COc2c(F)cccc2F)on1 | -1.3 | 12.3 | 1.0 | 6.3 | -1.9 | 2.4 | 6.5 | 4.0 | -1.6
CC(C)C(NC(=O)c1ccc(C(C)(C)C)cc1)C(=O)O (centres undefined) | -1.0 | -4.2 | 1.8 | 2.9 | 9.3 | 4.9 | 7.1 | 3.3 | -1.6
CN(CC(=O)Nc1ccccc1Cl)C(=O)COC(=O)c1ccc([N+](=O)[O-])s1 | / | / | / | 15.7 | / | 48.1* | 19.2 | 10.2 | 34.4*
O=C(O)Cc1c(-c2ccccc2)c2cc(Br)ccc2[nH]c1=O | 0.2 | -13.2 | 0.5 | -7.5 | 0.3 | 9.4 | 7.0 | -8.0 | 6.7
Continuation:
SMILES | LYPLA2 inh | ZTA counter | LYPLA1 counter | PREPL inh | EBNA-1 inhibitor | PAFAH1B3 inh | PAFAH1B2 FP inh | pPAFAH inh | PAFAH2 FP inh
CC1CCCCN1C(=O)CSc1nnc2c(n1)[nH]c1ccccc12 (centres undefined) | 1.3 | -1.5 | 0.5 | 10.0 | 7.3 | -3.4 | 11.6 | 11.3 | 4.0
CCOC(=O)C1CCN(CC(O)COc2ccc(C(C)(C)C)cc2)CC1 (centres undefined) | -0.3 | -8.7 | 5.2 | 7.9 | -3.0 | 0.3 | 5.9 | 5.9 | -3.0
COc1cc2c(cc1OC)C(NC(=O)C(F)(F)F)CNC2=O (centres undefined) | 6.7 | -20.2 | 0.1 | 12.7 | 6.3 | 0.5 | 2.7 | -3.5 | 4.7
Cc1cccc(C(=O)OCC(=O)NN2C(=O)NC3(CCCCC3)C2=O)c1 | 1.2 | -13.6 | 1.8 | 16.0 | / | 2.2 | 0.1 | 24.0 | 29.3
CC(C)Cc1nnc(NC(=O)CCc2ccccc2)s1 | -3.3 | -1.2 | 1.8 | -7.0 | 12.1 | -1.1 | 6.3 | 1.5 | 5.8
O=c1cc(-c2ccc(Cl)cc2)oc(=O)[nH]1 | -1.2 | -0.2 | -1.7 | -3.8 | -5.0 | 5.9 | 4.3 | -7.2 | 4.0
S=C1NCN(C2CCCCC2)CN1CCc1ccccc1 | 4.4 | -0.6 | 0.6 | -11.8 | -5.8 | / | / | -2.2 | /
COc1ccc(C(=O)NCc2ccco2)cc1S(=O)(=O)NC1CC1 | -5.0 | 2.1 | -1.8 | 2.5 | / | 9.0 | 6.4 | -4.2 | -4.6
CC(OC(=O)CC1CC2CCC1C2)C(=O)Nc1cccc(S(=O)(=O)N2CCOCC2)c1 (centres undefined) | 6.9 | -17.0 | 2.3 | 13.4 | 2.6 | 6.4 | -1.7 | 3.2 | 4.8
O=C(NCC(=O)N1CCN(Cc2ccc3c(c2)OCO3)CC1)c1ccccc1F | / | / | / | 1.5 | / | 9.0 | 3.2 | -1.0 | -0.1
O=C(CCN1C(=O)c2ccccc2C1=O)NC1=NCCS1 | -0.5 | -10.0 | 0.0 | -6.0 | -12.9 | 8.1 | 1.8 | 4.3 | -4.0
Cc1c(NC(=O)CSc2nnnn2C)c(=O)n(-c2ccccc2)n1C | -4.3 | 10.3 | -3.5 | -6.2 | -0.7 | 4.1 | 8.2 | 2.2 | 1.4
Cc1ccc(C(=O)NC2c3ccccc3-c3ccccc32)cc1 | 2.5 | 12.6 | -0.5 | -1.1 | 3.5 | 4.6 | 0.9 | 2.9 | 1.1
CCOC(=O)c1c(NC(=O)C2=C(C)NC(=S)NC2c2ccc(F)cc2F)sc(C)c1C (centres undefined) | -11.7 | -14.1 | -6.1 | 15.6 | -14.6 | 9.0 | 2.3 | 3.6 | -18.8
Clc1ccc(-c2cc(C3CCNCC3)[nH]n2)c(Cl)c1 | 4.3 | -13.8 | 0.8 | 16.2 | -9.6 | / | / | 7.4 | /
CCc1nnc(NC(=O)CCC(=O)Nc2ccccc2)s1 | 2.3 | -5.5 | 1.5 | 10.1 | -3.4 | 2.5 | -3.3 | -0.9 | 1.4
CCN(c1ccccc1)S(=O)(=O)c1ccc(C(=O)N(CCN(C)C)c2nc3c(F)cc(F)cc3s2)cc1 | -2.9 | -1.5 | -1.8 | 8.2 | 10.2 | / | / | 2.0 | /
Cc1cc(NC(=O)c2ccc3c(c2)C(=O)N(Cc2cccnc2)C3=O)no1 | 0.4 | 3.6 | 0.9 | 4.2 | 15.1 | -6.1 | -0.2 | 1.9 | -2.7
CCOC(=O)c1c(NC(=O)CCN2C(=O)c3ccccc3C2=O)sc(C(=O)OC(C)C)c1C | 7.3 | 1.5 | -0.2 | 5.6 | -10.3 | -1.8 | 2.2 | 5.2 | -9.3
COc1ccc(-c2cc(C(=O)N3CCN(c4ncccn4)CC3)c3ccccc3n2)c(OC)c1 | 1.9 | -4.9 | 2.0 | 9.0 | -1.7 | 5.1 | 6.3 | -4.4 | -1.1
CCc1ccc(OCC(=O)Nc2ccc(S(=O)(=O)Nc3cc(C)on3)cc2)c(Br)c1 | -0.5 | 0.2 | -5.9 | -28.0 | 4.2 | -0.9 | 3.2 | -0.2 | 0.2
CC1CCCCC1NCC(=O)Nc1ccccc1-c1ccccc1 (centres undefined) | 3.1 | 1.3 | -1.9 | -0.4 | -3.5 | 2.0 | -0.2 | 3.4 | 1.0
CC(C)N1C(=O)CCN(C=O)c2ccccc21 | -4.5 | 15.8 | 1.3 | 20.4 | -12.7 | 3.6 | 0.6 | -6.9 | -1.5
CCCNC(=O)Cn1c(=O)oc2cc(S(=O)(=O)N3CC(C)CC(C)C3)ccc21 (centres undefined) | 0.3 | -2.5 | 0.1 | 0.4 | 5.9 | 8.3 | 5.7 | 3.5 | 5.6
Cc1nc(Cl)c(C(=O)NCc2ccccc2)c(C)c1[N+](=O)[O-] | -7.8 | 5.0 | -1.9 | -2.1 | 7.8 | 8.8 | 9.0 | 1.2 | 1.0
CCOC(=O)C1(CCc2ccccc2)CCN(Cc2ccc(C(=O)OC)cc2)CC1 | 2.0 | -2.3 | -2.9 | -36.3 | -6.7 | 4.8 | 1.1 | -7.9 | 3.3
CCC(CC)NC(=O)Nc1ccc(F)cc1F | -3.7 | -3.8 | -4.3 | -6.3 | 4.6 | 3.3 | 3.5 | 3.5 | -0.5
O=C(Cn1c(=O)n(CC(=O)N2CCCCC2)c(=O)c2sccc21)NCc1ccccc1 | 6.5 | 4.1 | 1.0 | -2.5 | 7.2 | 8.2 | 1.8 | 2.8 | 7.6
CC1CC(=O)Nc2ccccc2N1S(=O)(=O)c1ccc(Br)cc1 (centres undefined) | -6.1 | 0.9 | -4.3 | 14.3 | -3.9 | 4.1 | -0.2 | -0.2 | -2.9
N#Cc1cc(N)ccc1Sc1ccc(Cl)cc1 | 23.3 | -4.5 | 3.6 | 3.6 | 4.6 | -8.3 | 8.1 | 22.6 | 4.1

Some of the compounds tested; count on the stated rates, not on these rows.
